# GalR3 antagonist – human GalR3 antagonism. O60755. HEK293 GalR3-CNG cAMP membrane potential fluorescence; galR3 body fused to GalR1 C-terminus. inhibition, % at 3 µM. hit rate 0.44% among 360,000. AID 651719;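 active = inhibition above the screen-wide average plus 3 SD, cut at about 13% in these data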;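 also: forskolin and galanin both at EC90 stimulate the cells; cAMP rise reported by CNG channel membrane potential dye signal; 0% = forskolin plus galanin with DMSO and 100% = forskolin alone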
# Target sequence (O60755 1-299 limits assumed): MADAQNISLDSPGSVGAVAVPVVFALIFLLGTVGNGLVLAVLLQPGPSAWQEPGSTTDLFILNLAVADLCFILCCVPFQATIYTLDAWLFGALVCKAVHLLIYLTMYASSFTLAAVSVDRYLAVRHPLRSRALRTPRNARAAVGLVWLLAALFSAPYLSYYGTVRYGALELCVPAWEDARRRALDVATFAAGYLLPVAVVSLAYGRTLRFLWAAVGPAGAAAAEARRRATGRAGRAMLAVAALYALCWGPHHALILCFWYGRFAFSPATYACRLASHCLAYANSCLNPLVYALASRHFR
# M4 PAM – positive allosteric modulators of human muscarinic M4 receptor. activation, % at 3 µM. hit rate 0.4% among 360,000. CHO-K1 hM4/Gqi5, Fluo-8 calcium fluorescence, ACh EC20; 0% = ACh EC20, 100% = maximal ACh. P08173;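 active = activation above its plate's cutoff, the mean activation of sample wells plus 3 SD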; also: some results filed as inactive read as strong as hits
# Target sequence (P08173 whole entry, looked up): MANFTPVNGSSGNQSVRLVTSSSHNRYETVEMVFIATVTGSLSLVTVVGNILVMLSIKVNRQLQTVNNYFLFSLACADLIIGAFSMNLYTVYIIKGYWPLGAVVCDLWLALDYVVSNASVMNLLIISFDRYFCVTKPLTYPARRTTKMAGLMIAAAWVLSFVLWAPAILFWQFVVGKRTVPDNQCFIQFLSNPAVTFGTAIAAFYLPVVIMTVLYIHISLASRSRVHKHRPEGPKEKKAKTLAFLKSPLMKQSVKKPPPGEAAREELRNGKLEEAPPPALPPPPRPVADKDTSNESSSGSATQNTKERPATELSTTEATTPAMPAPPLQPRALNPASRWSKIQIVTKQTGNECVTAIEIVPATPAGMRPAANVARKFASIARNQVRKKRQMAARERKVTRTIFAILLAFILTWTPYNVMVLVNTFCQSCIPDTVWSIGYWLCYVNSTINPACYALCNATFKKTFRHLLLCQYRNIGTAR
# Starred values were filed as active, the others as inactive. An excerpt. The share of hits here may be higher or lower than overall.
# The line under a structure holds: GalR3 antagonist	M4 PAM
1. CCOc1ccc(-c2cc(C(=O)NCc3ccccc3)[nH]n2)c(C)c1
  -6	3
2. COc1ccc(NC(=O)c2ccc(-c3c(C)noc3C)c3ccoc23)cn1
  44*	-3
3. Nc1nc2c(ncn2[C@@H]2O[C@H](CNCc3cnc(N4CCOCC4)nc3)[C@@H](O)[C@H]2O)c(=O)[nH]1
  0	0
4. CCCCCNC(=O)C(c1ccc(OC)cc1)n1c(=O)c(-c2ccco2)nc2ccccc21 (stereo unspecified)
  -4	1
5. CCOC(=O)[C@]12CCCC=C1N(Cc1ccco1)C(=O)[C@H](CC(=O)N1CCCC1)C2
  2	20
6. CCOC(=O)C1=CCN(S(=O)(=O)c2ccccc2F)C1c1cccc(Cl)c1 (stereo unspecified)
  -5	-11
7. O=C(NCc1ccc(Cl)c(Cl)c1)c1cc(C2CCCCN2C(=O)C2CCCCC2)on1 (stereo unspecified)
  -6	-7
8. COc1ccc(-c2nc3cc(C)c(Br)c(C)n3c2Cc2ccccc2)cc1OC
  -7	-1
9. Cc1nc(C(F)(F)F)ccc1C(=O)N1CCC1(C)C(=O)NS(=O)(=O)c1ccc2c(c1)CCO2 (stereo unspecified)
  1	-4
10. O=C(Nc1ccc(Oc2ccccc2)cc1)c1csc([C@@H]2O[C@H](CO)[C@H](O)[C@H](O)[C@H]2O)n1
  -1	5
11. COC(=O)[C@@]1(Sc2ccc(OC)cc2)CC(=O)N[C@@H]1c1ccccc1
  -2	1
12. Cc1cc2nc(C3CCCCC3)c(Cc3ccccc3)n2c(C)c1Br
  1	0
13. O=C1Nc2ccccc2N=C(c2ccc3c(c2)OCO3)C1N(C(=O)c1ccc2ccccc2c1)C1CC1 (stereo unspecified)
  -3	1
14. O=C(NC1CCCC1)C1C(c2ccc(C(F)(F)F)cc2)=Nc2ccccc2N1C(=O)c1ccccc1 (stereo unspecified)
  -8	-2
15. CC(=O)N[C@@H]1C=C[C@@H](CC(=O)NCc2ccc(Cl)cc2)O[C@@H]1CO
  -6	-3
16. CN1c2ccccc2SC2C(c3ccccc3)=NOC21 (stereo unspecified)
  -9	4
17. Cc1ccc(C)c(C(O)c2ncc(-c3ccc(F)cc3)[nH]2)c1 (stereo unspecified)
  -7	3
18. CCc1nc2ccc(C(=O)Nc3cccc(NS(C)(=O)=O)c3)cn2c1N(CC)CCOC
  -7	1
19. CSCCC(NS(=O)(=O)Cc1ccccc1)C(=O)NNc1ccccc1 (stereo unspecified)
  -5	-4
20. COCCN1C[C@@H](CO)O[C@@H](n2cnc3c(NC4CCC4)ncnc32)C1
  -6	3
21. COC(=O)[C@@]1(Cc2ccc(F)cc2)[C@H]2C(CC(=O)C(=O)N3CCCC3)C(=O)C[C@H]2CN1C(=O)c1ccccc1 (stereo partly specified)
  -5	8
22. CNc1ccc(-c2cccc(C(C)=O)c2)cn1
  -5	-3
23. NC(Cc1cnc[nH]1)c1csc(Nc2ccc(C(F)(F)F)cn2)n1 (stereo unspecified)
  -7	-1
24. CCNC(=O)C1(C)CCN(C(=O)c2c(F)cccc2F)C1 (stereo unspecified)
  -1	-2
25. COC(=O)c1ccc2nc(-c3ccccc3)c(Cc3ccc(OC)cc3C)n2c1
  -9	0
26. COC(=O)C(C(=O)OC)c1cc2c(cc1CNS(=O)(=O)c1ccc(C)cc1)OCO2
  -3	5
27. CCOC(=O)C(=O)N(C)c1c(CC)nc2c(OCc3cc(Cl)cc(Cl)c3)cccn12
  -8	-9
28. CCNC(=O)C1(C)CCCN(Cc2csc(-c3ccccc3)n2)C1 (stereo unspecified)
  -5	5
29. COP(=O)(OC)OC(C(=O)c1ccccc1)c1ccc(Cl)cc1 (stereo unspecified)
  -6	-8
30. O=C(Nc1c(-c2ccccc2)[nH][nH]c1=O)c1ccc(-c2ccccc2)cc1
  -4	8

# A section from further up, as a working copy:
# The line under a structure holds: GalR3 antagonist	M4 PAM
11. COC(=O)[C@@]1(Sc2ccc(OC)cc2)CC(=O)N[C@@H]1c1ccccc1
  -2	1
12. Cc1cc2nc(C3CCCCC3)c(Cc3ccccc3)n2c(C)c1Br
  1	0
13. O=C1Nc2ccccc2N=C(c2ccc3c(c2)OCO3)C1N(C(=O)c1ccc2ccccc2c1)C1CC1 (stereo unspecified)
  -3	1
14. O=C(NC1CCCC1)C1C(c2ccc(C(F)(F)F)cc2)=Nc2ccccc2N1C(=O)c1ccccc1 (stereo unspecified)
  -8	-2
15. CC(=O)N[C@@H]1C=C[C@@H](CC(=O)NCc2ccc(Cl)cc2)O[C@@H]1CO
  -6	-3
16. CN1c2ccccc2SC2C(c3ccccc3)=NOC21 (stereo unspecified)
  -9	4
17. Cc1ccc(C)c(C(O)c2ncc(-c3ccc(F)cc3)[nH]2)c1 (stereo unspecified)
  -7	3
18. CCc1nc2ccc(C(=O)Nc3cccc(NS(C)(=O)=O)c3)cn2c1N(CC)CCOC
  -7	1
19. CSCCC(NS(=O)(=O)Cc1ccccc1)C(=O)NNc1ccccc1 (stereo unspecified)
  -5	-4
20. COCCN1C[C@@H](CO)O[C@@H](n2cnc3c(NC4CCC4)ncnc32)C1
  -6	3
21. COC(=O)[C@@]1(Cc2ccc(F)cc2)[C@H]2C(CC(=O)C(=O)N3CCCC3)C(=O)C[C@H]2CN1C(=O)c1ccccc1 (stereo partly specified)
  -5	8
22. CNc1ccc(-c2cccc(C(C)=O)c2)cn1
  -5	-3
23. NC(Cc1cnc[nH]1)c1csc(Nc2ccc(C(F)(F)F)cn2)n1 (stereo unspecified)
  -7	-1
24. CCNC(=O)C1(C)CCN(C(=O)c2c(F)cccc2F)C1 (stereo unspecified)
  -1	-2
25. COC(=O)c1ccc2nc(-c3ccccc3)c(Cc3ccc(OC)cc3C)n2c1
  -9	0
26. COC(=O)C(C(=O)OC)c1cc2c(cc1CNS(=O)(=O)c1ccc(C)cc1)OCO2
  -3	5
27. CCOC(=O)C(=O)N(C)c1c(CC)nc2c(OCc3cc(Cl)cc(Cl)c3)cccn12
  -8	-9

# (continued)
# The line under a structure holds: GalR3 antagonist	M4 PAM
31. O=C(NCc1ccccc1)c1cc(C2CCCN(C(=O)CCCc3ccccc3)C2)on1 (stereo unspecified)
  -3	-2
32. O=C(NCc1ccccc1)C1c2ccccc2OCC(=O)N1CCCN1CCOCC1 (stereo unspecified)
  2	6
33. COc1ccccc1-c1ccc2c(c1)C(C)(Cc1ccc(Cl)c(Cl)c1)C(=O)N2 (stereo unspecified)
  -5	2
34. COC(=O)C1=CN(c2ccc(F)cc2)C(N)=C(C#N)C1c1cccc(OC)c1OC (stereo unspecified)
  -5	1
35. Cc1ccc(C2CC(c3ccccc3)=NN2c2ccc(S(N)(=O)=O)cc2)cc1 (stereo unspecified)
  -6	3
36. CCc1nc2ccc(C(=O)N(CC)CCN(C)C)cn2c1N(C)CCCc1ccccc1
  -5	-15
37. O=C(C(=O)N1CCN(C(=O)OCc2ccccc2)CC1)c1cccnc1
  -4	-3
38. CSc1ccc(CN2CCC2(C)C(=O)Nc2cccc(NS(C)(=O)=O)c2)cc1 (stereo unspecified)
  -7	-4
39. O=C(NCc1ccc(Cl)nc1)c1ccc2nc([C@@H]3O[C@H](CO)[C@H](O)[C@H](O)[C@H]3O)[nH]c2c1
  -11	5
40. CC1(C(=O)Nc2ccc3ccccc3c2)CCC(=O)N1CC(F)(F)F (stereo unspecified)
  6	-2

# Screen by screen, as entered above:
# Entries 26 to 30 in GalR3 antagonist, in turn: -3, -8, -5, -6, -4
# Entries 26 to 30 in M4 PAM, in turn: 5, -9, 5, -8, 8

# (more compounds)
# The line under a structure holds: GalR3 antagonist	M4 PAM
41. Cc1cccc(N2CCN(C(C(=O)NCc3ccccc3)c3ccc(F)cc3)CC2)c1C (stereo unspecified)
  -7	-5
42. CCOC(=O)[C@]12CCCC=C1N(CCC1=CCCCC1)C(=O)[C@H](CC(=O)NCc1ccccc1)C2
  -5	-9
43. CC(C)[C@@H]1Cc2[nH]c(=O)[nH]c(=O)c2[C@H](c2ccc(F)cc2)O1
  -8	13
44. CCOC(=O)C1=CC[C@@H](c2ccccc2)N(S(=O)(=O)c2ccc(C)cc2)[C@H]1c1cccc(OC)c1
  -6	-7
45. CCCCCc1c(Cc2ccccc2)ncn1CCc1ccccc1OC
  -8	-10
46. COc1ccc(OC)c(NC(=O)C2(C)CCN2Cc2ccccc2OC(F)F)c1 (stereo unspecified)
  -6	-6
47. CNc1cccc(-c2ccccc2CO)n1
  -4	6
48. Cc1cc(C(O)c2ncc(-c3ccccc3C)[nH]2)ccc1F (stereo unspecified)
  -4	1
49. O=C(NCC1CCCCC1)c1cc(-c2cc(F)ccc2OCC2CCCO2)n[nH]1 (stereo unspecified)
  -8	2
50. Cc1cn([C@H]2C[C@H](O)[C@@H](/C=C/C(=O)NCCC(C)C)O2)c(=O)[nH]c1=O
  -4	8
51. COc1ccc(-c2cc3nc(NCCOc4ccccc4)ccn3n2)cc1
  -7	-5
52. COc1ccc(OC2(C)CCN(Cc3ccc(-c4ccccc4)o3)C2)cc1 (stereo unspecified)
  -5	-1
53. CCNC(=O)C1(C)CCCN1Cc1ccccc1Cl (stereo unspecified)
  -5	5
54. COc1ccc(CN2C(=O)CSCC2(C)C(=O)NCc2ccccc2)cc1 (stereo unspecified)
  2	0
55. CC(=O)Nc1ccc(-c2ccnc3c2CC(C)(C(=O)Nc2ccc(Cl)cc2)O3)cc1 (stereo unspecified)
  -5	-4
56. CCOC(=O)[C@]12CCC=C1N(Cc1ccco1)C(=O)[C@H](CC(=O)NCc1ccc(C)o1)C2
  -4	2
57. CC1(C(=O)NS(=O)(=O)C2CC2)CCCN(C(=O)c2ccccc2)C1 (stereo unspecified)
  -6	-1
58. CN(C)C1CN(Cc2cn(Cc3cccc(Cl)c3)nn2)S(=O)(=O)C1 (stereo unspecified)
  -1	0
59. Cn1ccc2c(N3CCCCCCC3)cc3c(c21)C1CCC3O1 (stereo unspecified)
  -6	-6
60. COc1ccccc1-c1cnc(C(O)c2ccc(SC)cc2)[nH]1 (stereo unspecified)
  -5	-3
61. CC(C)(C)OC(=O)N(CC1CCNCC1)C(=O)c1[nH]c(C(F)(F)F)nc1-c1ccccc1
  4	1
62. CC(C)C[C@H]1CN(CCCC[C@@H]2CNC(=O)C(=O)N2Cc2ccccc2)C(=O)C(=O)N1CCc1ccc(O)cc1
  -3	2
63. CCN(CC)c1ncnc2c1ncn2[C@H]1CN(Cc2ccc3c(c2)OCO3)C[C@@H](CO)O1
  7	0
64. O=C(NC1CCCC1)C(C1CC1)n1c(C2CC2)nc2ccccc21 (stereo unspecified)
  -6	23*
65. CN(C)c1ccccc1-c1cc(NC=O)c2ncc(-c3cccc(C(F)(F)F)c3)n2c1
  -5	2
66. O=C(C(=O)N1CCN(c2ccccc2)CC1)c1ccncc1
  -5	-1
67. COc1ccccc1CNC(=O)c1ccc2nc(C)c(N(C)Cc3ccc(NC(C)=O)cc3)n2c1
  -4	-5
68. CSCCC(c1nnnn1C(C)(C)C)N1CCN(C/C=C/c2ccccc2)CC1 (stereo unspecified)
  -7	-6
69. CCc1nc2c(OCc3ccc(Cl)cc3)cccn2c1N(C)C(=O)c1ccccc1F
  -5	0
70. Nc1ccn(C(C=O)CC(C=O)CO)c(=O)n1 (stereo unspecified)
  -9	-1
71. O=c1ccoc2ccccc12
  -6	7
72. CC(C)(C)C1CCN2CCCC(c3ccc([N+](=O)[O-])cc3)(C1)C21OCCO1 (stereo unspecified)
  -2	-6
73. Cc1ccc(CN2C(=O)C(Cc3ccccc3)Nc3ncnc(N4CCOCC4)c32)cc1 (stereo unspecified)
  0	-7
74. CC(C)(C)S(=O)N1Cc2cc(C(=O)NCc3ccc4c(c3)OCO4)nc(-c3cccc(-c4ccncc4)c3)c2[C@H]1CCO (stereo partly specified)
  5	0
75. Cc1ccc(S(=O)(=O)Nc2ccccc2OC(C(=O)OC(C)(C)C)C(=O)OC(C)(C)C)cc1
  -9	-7
76. C=CCN(CC=C)Cc1cc(=O)oc2cc(C)ccc12
  -3	6
77. O=C(Nc1cccc(F)c1)Nc1nnc([C@@H]2O[C@H](CO)[C@@H](O)[C@H]2O)s1
  -7	-1
78. COc1ccccc1C(=O)N1CCCC(C)(C(=O)NS(=O)(=O)C2CC2)C1 (stereo unspecified)
  -3	1
79. COc1ccc(OC)c(NC(=O)C2(C)CCN2Cc2ccc(OC)c3ccccc23)c1 (stereo unspecified)
  -3	1
80. CC(CC(=O)Nc1ccc2c(c1)c(=O)n(C)n2Cc1ccc(Cl)cc1)C(F)(F)F (stereo unspecified)
  -5	-4
81. COC(=O)c1ccc(N2C(c3ccsc3)=Cc3cc4c(cc3C2CC(=O)c2ccco2)OCO4)cc1 (stereo unspecified)
  -3	-14
82. O=S1(=O)CC(N2CCCCC2)CN1Cc1cn(Cc2ccc(C(F)(F)F)cc2)nn1 (stereo unspecified)
  -6	3
83. COc1ccc([C@H]2CC(=O)C[C@@H](CCn3ccnn3)O2)cc1
  -1	11
84. Cc1cc(C)cc(CC(=O)N2CCC2(C)C(=O)NS(=O)(=O)c2ccc(Cl)s2)c1 (stereo unspecified)
  -6	5
85. CCC(C)CN1C(=O)CSCC1(C)C(=O)NCc1ccccc1 (stereo unspecified)
  -7	9
86. Cc1cccnc1C1=NOC(Cc2ccccc2)C(=O)N1Cc1ccc(F)cc1 (stereo unspecified)
  -5	4
87. CCCCNC(=O)C1(C)CCCCCN1Cc1cc2ccccc2o1 (stereo unspecified)
  -7	-1
88. O=C(C[n+]1ccc(C(=O)c2ccccc2)cc1)Nc1cccc([N+](=O)[O-])c1
  -2	0
89. CCC(=O)N1CCC1(C)C(=O)Nc1cccc(OC)c1OC (stereo unspecified)
  -7	7
90. CCCCNC(=O)C[C@@H]1C[C@@]2(C(=O)OCC)CCC=C2N(Cc2ccco2)C1=O
  -6	7
91. COc1cccc(C(C(=O)NCc2ccccc2)N2CCN(C(=O)C3CCCO3)CC2)c1OC (stereo unspecified)
  -7	0
92. COc1cc(-c2ccc(N3C(c4ccsc4)=Cc4ccccc4C3CC(C)=O)cc2)cc(OC)c1OC (stereo unspecified)
  -5	8
93. COc1ccc(Cc2c(-c3ccc(C)cc3)nc3cc(C)c(Br)c(C)n23)c(C)c1
  -3	10

# Assay outcomes (PubChem BioAssay)
